Screening results (PubChem BioAssay)
WRN inhibitor: WRN helicase (human) inhibition | WRN helicase unwinding, fluorescent forked duplex, kinetic | Potency, µM (doses to about 114 µM), for the others: top-dose activity change, negative = inhibition, most hits filed as inhibitors | 0.46% of 360,000 active | AID 651768; note: potency is the fitted concentration of half-maximal effect; % is set by controls: 0 for no effect and ±100 for the full control effect; nearly all actives have a fitted effect of over 55% in size
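Fluorescence dequenching readout, ex 525 nm/em 598 nm, kinetic mode: forked duplex DNA (100 nM final) with adjacent fluorophore and quencher unwound by WRN (20 nM final) with 2 mM ATP. Compound preincubation 15 min, room temperature.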
SW480 rereplic: inducers of DNA re-replication in SW480 colon cancer cells; Potency, µM (doses to about 46.1 µM), without a hit: at the top dose re-replication activation, hits mostly activators; 1.8% of 340,000 active; SW480 DNA re-replication, Hoechst DNA content imaging, 48 h; note: potency is the fitted concentration of half-maximal effect; % of control where 0% means no effect; nearly all actives have a fitted effect of over 55% in size
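Cells (250 per well) received 23 nL compound or DMSO by pin tool and were kept 48 hr at 37 C, 5% CO2. Nuclei were then stained with Hoechst for 40 min and scanned for DNA content.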
ATXN2 expr inh: ATXN2 expression inhibition; 0.72% of 360,000 active; HEK-293 ATXN2-luciferase reporter, luminescence, 24 h; Potency, µM (top dose mostly 57 µM), for the others: top-dose activity change, negative = inhibition, most hits filed as inhibitors; note: potency is the fitted concentration of half-maximal effect; % is set by controls: 0 for no effect and ±100 for the full control effect; nearly all actives have a fitted effect of over 55% in size
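ATXN2-luciferase reporter cells (luciferase flanked by upstream and downstream ATXN2 gene portions) were treated 24 h at 37 °C with compounds at up to 57 uM. SteadyGlo luminescence gave expression; GF-AFC fluorescence gave viability.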
MCF10A rerep: DNA re-replication induction in MCF 10a cells; MCF 10A DNA re-replication, Hoechst nuclear intensity, 48 h; Potency, µM (highest dose often 46.1 µM), for inactives: at the top dose activity, positive = re-replication, usual class: activators; 2.9% of 350,000 active; AID 624296; note: potency is the fitted concentration of half-maximal effect; % of control where 0% means no effect; nearly all actives have a fitted effect of over 50% in size
HT1080NT lethal: kills 2HG-producing HT-1080-NT fibrosarcoma cells; HT-1080-NT fibrosarcoma viability, CellTiter-Glo ATP luminescence, 48 h; AID 686970; Potency, µM (series often up to 46.1 µM), for inactives: at the highest dose activity, negative = less viability, actives largely listed as cytotoxic; 1.6% of 360,000 active;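 note: NT is the 2HG producing partner of a matched IDH1 knockdown line; potency is the fitted concentration of half-maximal effect; 0% = DMSO-treated cells and -100% = media-only wells without cells; nearly all actives have a fitted effect of over 55% in size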
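HT-1080-NT; 750 cells/well; 5% FBS RPMI; 48 h compound, 37 degrees C; CellTiter-Glo luminescence; curve fitting and curve-class assignment.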
KB-3-1 cytotox: KB-3-1 parental cell cytotoxicity. Potency, µM (doses to about 46.1 µM), for inactives: at the top dose activity change, negative = cytotoxic, hits mostly cytotoxic. 1.4% of 400,000 active. AID 1347075. KB-3-1 viability, CellTiter-Glo ATP luminescence, 72 h; note: potency is the fitted concentration of half-maximal effect; % is set by controls: 0 for no effect and ±100 for the full control effect; nearly all actives have a fitted effect of over 60% in size
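KB-3-1 parental drug-naive adenocarcinoma cells in DMEM/10% FBS, incubated 72 h at 37 C with pin-transferred compounds across a concentration series. Viability by CellTiter-Glo luminescence; concentration-response curves fitted after normalization.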
HT1080 IDH1KD tx: kills HT-1080 cells with IDH1 knockdown; HT-1080 IDH1 knockdown viability, ATP luminescence, 48 h; Potency, µM (doses to about 46.1 µM), inactives show at the highest dose activity, negative = toxicity, hits mostly cytotoxic; 2% of 360,000 active;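 note: potency is the fitted concentration of half-maximal effect; 0% = DMSO wells and -100% = cell-free medium wells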
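IDH1KD HT-1080 cells, 750/well, RPMI + 5% FBS; compound pinned after 2 h settling; 48 h, 37 °C; CellTiter-Glo luminescence; % activity normalised to DMSO and no-cell wells; curves fitted, classed by r2 and efficacy.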
IL1B secr inh: inflammasome signaling inhibition, IL-1 beta readout; activity change, % at 57.5 µM; THP-1 LPS/ATP IL-1B secretion, AlphaLISA, 16 h; hits give low values; 4.7% of 360,000 active; in the data active = activity change below about -50%; inconclusive = mostly about -30% to -49%; note: % is set by controls: 0 for no effect and ±100 for the full control effect
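Secreted IL-1B measured by AlphaLISA bead assay after 16 h compound exposure of THP-1 cells; compounds (final up to 57.5 uM) added 1 h before LPS (250 ng/mL) and ATP (1.25 mM) stimulation; lower signal means less secretion.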
KB-V1 MDR tox: kills drug-selected multidrug resistant KB-V1 cells; KB-V1 MDR cells viability, CellTiter-Glo, 72 h; Potency, µM (series often up to 46.1 µM), for the others: at the top dose activity change, negative = cytotoxicity, actives largely listed as cytotoxic; 3.4% of 400,000 active; note: potency is the fitted concentration of half-maximal effect; % is set by controls: 0 for no effect and ±100 for the full control effect; nearly all actives have a fitted effect of over 60% in size
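Cells of the MDR subline KB-V1 are plated, dosed with compound at multiple concentrations, and incubated 72 h at 37 degrees C; CellTiter-Glo is then added and luminescence read after 10 min.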
* hit, by the source's call; & = joins results of further samples; [ ] = dose if it differs, or a comment. Unless noted, calls come from the whole dose curve; as a rule, active = well fitted curve in the direction sought with a large enough effect; inconclusive = small, poorly fitted or top-dose-only effect, or another doubt; inactive = no such curve, though single readings can be large; an effect the other way counts as inactive or inconclusive.

What do the screens show for `CCOc1ccc(C(C(=O)NCC2CCCO2)N(Cc2ccccc2)C(=O)c2snc(C(N)=O)c2N)cc1` (stereo unspecified)?
WRN inhibitor: 3.9%; SW480 rereplic: -4.3%; ATXN2 expr inh: -1.6%; MCF10A rerep: 9.3%; HT1080NT lethal: 7.0%; KB-3-1 cytotox: -4.4%; HT1080 IDH1KD tx: -3.2%; IL1B secr inh: 5.6; KB-V1 MDR tox: -28.8%

How did O=C(CSc1nnc2c3ccccc3c3ccccc3c2n1)Nc1ccccc1F do in these assays?
WRN inhibitor: inconclusive; SW480 rereplic: -4.2%; ATXN2 expr inh: inconclusive; MCF10A rerep: -1.4%; HT1080NT lethal: 7.2%; KB-3-1 cytotox: 0.8%; HT1080 IDH1KD tx: 5.4%; IL1B secr inh: 2.1; KB-V1 MDR tox: 3.66µM*

How did O=C(Cn1c(=O)cnc2ccccc21)Nc1ccccc1N1CCOCC1 do in these assays?
WRN inhibitor: -9.8%; SW480 rereplic: 0.7%; ATXN2 expr inh: -6.8%; MCF10A rerep: 9.1%; HT1080NT lethal: -3.8%; KB-3-1 cytotox: 0.9%; HT1080 IDH1KD tx: -3.7%; IL1B secr inh: -9.4; KB-V1 MDR tox: -17.1%

Results for CCOC(=O)CNC(=O)C(CC(N)=O)NC(=O)OC(C)(C)C (stereo unspecified) ?
WRN inhibitor: -3.6%; SW480 rereplic: inconclusive; MCF10A rerep: -1.0%; HT1080NT lethal: -3.8%; KB-3-1 cytotox: -1.0%; HT1080 IDH1KD tx: 2.9%; IL1B secr inh: 21.6; KB-V1 MDR tox: 1.4%

Results for c1ccc(CNc2ccc(N3CCOCC3)cc2)cc1 ?
SW480 rereplic: 2.7%; ATXN2 expr inh: 3.9%; MCF10A rerep: -4.1%; KB-3-1 cytotox: 5.6%; KB-V1 MDR tox: -8.0%

Results for CCOC(=O)Cn1cc([N+](=O)[O-])c(OC)n1 ?
WRN inhibitor: -4.5%; SW480 rereplic: -3.9%; ATXN2 expr inh: -0.3%; MCF10A rerep: -3.1%; HT1080NT lethal: 16.8%; KB-3-1 cytotox: 15.6%; HT1080 IDH1KD tx: 11.5%; IL1B secr inh: 0.0; KB-V1 MDR tox: 0.0%

What do the screens show for `CCC(Sc1ccc2nnc(CCNS(=O)(=O)c3ccc(OC)cc3)n2n1)C(=O)OC` (stereo unspecified)?
WRN inhibitor: 0.5%; SW480 rereplic: -18.9%; MCF10A rerep: 3.2%; HT1080NT lethal: 1.8%; KB-3-1 cytotox: 0.0%&-4.6%; HT1080 IDH1KD tx: 12.9%; IL1B secr inh: 16.4; KB-V1 MDR tox: 1.3%&20.7%

What do the screens show for `COc1cc(C2C(C#N)=C(N)N(N(C)C)C3=C2C(=O)CCC3)ccc1O` (stereo unspecified)?
WRN inhibitor: 16.6%; SW480 rereplic: 2.4%; ATXN2 expr inh: -11.0%; MCF10A rerep: -0.2%; HT1080NT lethal: 0.5%; KB-3-1 cytotox: 8.8%; HT1080 IDH1KD tx: 5.0%; IL1B secr inh: 14.1; KB-V1 MDR tox: 1.1%

What do the screens show for `CC(C)Cc1nnc(NC(=O)CCC(=O)Nc2ccccc2)s1`?
WRN inhibitor: -1.7%; SW480 rereplic: -8.3%; ATXN2 expr inh: 2.1%; MCF10A rerep: 1.9%; HT1080NT lethal: 16.2%; KB-3-1 cytotox: 6.3%; HT1080 IDH1KD tx: 17.4%; IL1B secr inh: 31.7; KB-V1 MDR tox: inconclusive

What do the screens show for `COCCCn1c(-c2cccc(Cl)c2)nc2c1c(=O)[nH]c(=O)n2Cc1ccccc1`?
WRN inhibitor: inconclusive; SW480 rereplic: 29.2%; ATXN2 expr inh: -2.7%; MCF10A rerep: 16.0%; HT1080NT lethal: -2.3%; KB-3-1 cytotox: 0.2%; HT1080 IDH1KD tx: -1.0%; IL1B secr inh: 12.4; KB-V1 MDR tox: inconclusive

Results for O=S(=O)(Nc1ccc(N2CCCCC2)cc1)c1ccccc1 ?
WRN inhibitor: -0.9%; SW480 rereplic: 20.5%; ATXN2 expr inh: 21.0%; MCF10A rerep: 10.7%; HT1080NT lethal: 4.3%; KB-3-1 cytotox: 0.1%; HT1080 IDH1KD tx: 18.9%; IL1B secr inh: -2.3; KB-V1 MDR tox: 20.6µM*

How did N#Cc1cc2ccccc2nc1SCC(=O)NC1CC1 do in these assays?
WRN inhibitor: -19.2%; SW480 rereplic: -3.0%; ATXN2 expr inh: 34.9%; MCF10A rerep: 4.1%; HT1080NT lethal: 4.7%; KB-3-1 cytotox: 7.8%; HT1080 IDH1KD tx: 5.5%; IL1B secr inh: 9.2; KB-V1 MDR tox: 0.5%

How did CC(C)C[C@H]1CN=C(Nc2ccccc2)N1CCC(C)c1ccccc1 (stereo partly specified) do in these assays?
WRN inhibitor: -7.1%; SW480 rereplic: -21.1%[9.22 µM]; ATXN2 expr inh: -23.0%; MCF10A rerep: -38.4%[inhibitor]; HT1080NT lethal: -11.0%; KB-3-1 cytotox: 11.8%; HT1080 IDH1KD tx: -14.4%; IL1B secr inh: inconclusive; KB-V1 MDR tox: inconclusive

How did C/C(Cc1ccccc1)=N\NC(=O)C1CCCCC1 do in these assays?
WRN inhibitor: 5.7%; SW480 rereplic: -5.7%; ATXN2 expr inh: 12.1%; MCF10A rerep: -1.1%; HT1080NT lethal: 8.7%; KB-3-1 cytotox: inconclusive; HT1080 IDH1KD tx: 7.5%; IL1B secr inh: 19.4; KB-V1 MDR tox: 1.9%

What do the screens show for `COC(=O)[C@]12CCCCC=C1N(Cc1ccc(Cl)cc1Cl)C(=O)[C@H](CC(=O)N1CCC(c3ccccc3)CC1)C2`?
WRN inhibitor: -4.5%; ATXN2 expr inh: 1.9%; HT1080NT lethal: -9.6%; KB-3-1 cytotox: inconclusive; HT1080 IDH1KD tx: -5.5%; IL1B secr inh: -22.8; KB-V1 MDR tox: -3.3%

How did CC(c1ccccc1)C1CC(=O)N(CC(=O)O)C1=O (stereo unspecified) do in these assays?
WRN inhibitor: -6.8%; SW480 rereplic: inconclusive; ATXN2 expr inh: 1.9%; MCF10A rerep: 13.0%; HT1080NT lethal: -2.0%; KB-3-1 cytotox: 28.9%; HT1080 IDH1KD tx: -2.9%; IL1B secr inh: 2.9; KB-V1 MDR tox: 2.1%

Results for CN(CCOc1cccc(C(F)(F)F)c1)Cc1ccccc1 ?
WRN inhibitor: -13.2%; SW480 rereplic: -6.7%; MCF10A rerep: 10.6%; HT1080NT lethal: -13.1%; KB-3-1 cytotox: 0.7%; HT1080 IDH1KD tx: -10.8%; IL1B secr inh: 5.3; KB-V1 MDR tox: -0.8%

Results for COc1cc(C(=O)Nc2cc(C(F)(F)F)ccc2-n2cncn2)cc(OC)c1OC ?
WRN inhibitor: -29.5%[57.1 µM]; SW480 rereplic: -3.1%; ATXN2 expr inh: -26.7%[11.3 µM]; MCF10A rerep: -0.9%; HT1080NT lethal: -15.3%; KB-3-1 cytotox: 14.4%; HT1080 IDH1KD tx: -12.1%; KB-V1 MDR tox: -29.8%

Results for COc1cc(CC(=O)N(C)CC(=O)Nc2cc(C)ccc2C)cc(OC)c1OC ?
WRN inhibitor: 4.2%; SW480 rereplic: -9.2%; ATXN2 expr inh: -11.9%; MCF10A rerep: -2.2%; HT1080NT lethal: 3.4%; KB-3-1 cytotox: 4.2%; HT1080 IDH1KD tx: 10.4%; IL1B secr inh: 46.6; KB-V1 MDR tox: -17.4%

Results for COc1cccc(C(=O)NC23CC4CC(CC(C4)C2)C3)c1 ?
WRN inhibitor: -8.8%; SW480 rereplic: 3.2%; ATXN2 expr inh: 34.6%; MCF10A rerep: 6.1%; HT1080NT lethal: -7.4%; KB-3-1 cytotox: 0.0%; HT1080 IDH1KD tx: -8.2%; IL1B secr inh: -23.4; KB-V1 MDR tox: -5.0%

What do the screens show for `Cc1ccc(NC(=O)[C@@H]2CCCN2S(=O)(=O)c2ccccc2F)cc1`?
WRN inhibitor: -23.3%; SW480 rereplic: -0.5%; ATXN2 expr inh: -6.8%; MCF10A rerep: 1.9%; HT1080NT lethal: 12.9%; KB-3-1 cytotox: 5.8%; HT1080 IDH1KD tx: 6.8%; IL1B secr inh: 24.5; KB-V1 MDR tox: inconclusive

How did O=C(Cc1ccc(F)cc1)Nc1ccc(F)c([N+](=O)[O-])c1 do in these assays?
WRN inhibitor: -6.4%; SW480 rereplic: -5.4%; ATXN2 expr inh: 2.0%; MCF10A rerep: 6.4%; HT1080NT lethal: 2.0%; KB-3-1 cytotox: 13.6%; HT1080 IDH1KD tx: -2.0%; IL1B secr inh: -29.3; KB-V1 MDR tox: 2.9%

How did COc1cc(-c2nnc(-c3cccs3)o2)cc(OC)c1OC do in these assays?
WRN inhibitor: -2.2%; SW480 rereplic: -1.6%; ATXN2 expr inh: 14.9%; MCF10A rerep: 20.8%; HT1080NT lethal: 17.2%; KB-3-1 cytotox: -10.7%; HT1080 IDH1KD tx: 9.2%; IL1B secr inh: -26.8; KB-V1 MDR tox: inconclusive

How did CC(/C=C/c1ccc(OCc2ccccc2)cc1)=N\O do in these assays?
WRN inhibitor: 3.9%; SW480 rereplic: 0.0%; ATXN2 expr inh: 57.1%[activator]; MCF10A rerep: 22.2%; HT1080NT lethal: 0.5%; KB-3-1 cytotox: 5.8%; HT1080 IDH1KD tx: -11.3%; IL1B secr inh: inconclusive; KB-V1 MDR tox: -1.5%
